MCF10A rerep – DNA re-replication induction in MCF 10a cells; AID 624296; Potency, µM (series often up to 46.1 µM), without a hit: at the highest dose activity, positive = re-replication, usual class: activators; MCF 10A DNA re-replication, Hoechst nuclear intensity, 48 h; 350,000 compounds, 2.9% hits; note: potency is the fitted concentration of half-maximal effect; % of control where 0% means no effect; nearly all actives have a fitted effect of over 50% in size
HT1080-NT tox – kills 2HG-producing HT-1080-NT fibrosarcoma cells; HT-1080-NT fibrosarcoma viability, CellTiter-Glo ATP luminescence, 48 h; 360,000 compounds, 1.6% hits; Potency, µM (top dose mostly 46.1 µM), inactives show top-dose activity, negative = less viability, actives largely listed as cytotoxic;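 note: NT is the 2HG producing partner of a matched IDH1 knockdown line; potency is the fitted concentration of half-maximal effect; 0% = DMSO-treated cells and -100% = media-only wells without cells; nearly all actives have a fitted effect of over 55% in size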
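HT-1080-NT fibrosarcoma cells (2HG-overproducing), 750 cells/well in RPMI with 5% FBS, dosed after 2 h and incubated 48 h at 37C. CellTiter-Glo luminescence normalized to DMSO and no-cell wells; concentration-response curves fitted and classed.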
ATXN2 expr inh – reduces ATXN2 reporter expression in HEK-293 cells; Potency, µM (doses to about 57 µM), for the others: at the top dose activity change, negative = inhibition, usual class: inhibitors; 360,000 compounds, 0.72% hits; HEK-293 ATXN2-luciferase reporter, luminescence, 24 h; note: potency is the fitted concentration of half-maximal effect; % is set by controls: 0 for no effect and ±100 for the full control effect; nearly all actives have a fitted effect of over 55% in size
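qHTS (up to 57 uM final) was run with 24 h compound exposure of reporter cells at 37 °C. Each well was multiplexed: SteadyGlo luminescence measured ATXN2-luciferase expression after a fluorogenic Gly-Phe-AFC viability readout (25 uM final).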
IL1B secr inh – inhibitors of inflammasome signaling (IL-1 beta secretion) | 360,000 compounds, 4.7% hits | activity change, % at 57.5 µM | THP-1 LPS/ATP IL-1B secretion, AlphaLISA, 16 h; active compounds read low; in the data active = activity change below about -50%; inconclusive = mostly about -30% to -49%; note: % is set by controls: 0 for no effect and ±100 for the full control effect
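Secreted IL-1B measured by AlphaLISA bead assay after 16 h compound exposure of THP-1 cells; compounds (final up to 57.5 uM) added 1 h before LPS (250 ng/mL) and ATP (1.25 mM) stimulation; lower signal means less secretion.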
HT1080 IDH1KD tx – HT-1080 IDH1 knockdown cell toxicity (counter line); HT-1080 IDH1 knockdown viability, ATP luminescence, 48 h; Potency, µM (titrated, usually from 46.1 µM), for inactives: at the top dose activity, negative = toxicity, usual class: cytotoxic; 360,000 compounds, 2% hits;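 note: potency is the fitted concentration of half-maximal effect; 0% = DMSO wells and -100% = cell-free medium wells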
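Viability of IDH1-knockdown HT-1080 fibrosarcoma cells was assessed by CellTiter-Glo after 48 h at 37 °C with titrated compound; concentration-effect curves were classified by fit quality and response size.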
HepG2 tox – HepG2 cytotoxicity, counter-screen for TGF-b inhibitors; AID 588856; Potency, µM (titrated, usually from 46.1 µM), for inactives: top-dose activity change, negative = cytotoxicity, actives largely listed as cytotoxic; HepG2 CAGA-GFP viability, ATP luminescence, 18 h; 410,000 compounds, 0.76% hits; note: potency is the fitted concentration of half-maximal effect; some results filed as inactive show a strong effect at the top dose
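CellTiter-Glo luminescence gave cytotoxicity after 18 hours at 37 degrees C. The cells were HepG2 CAGA-GFP in 1% FBS DMEM, stimulated with 500 pg/mL TGF-beta after compound addition. %Activity was normalised to no-cell wells (complete cell-killing) and DMSO (no toxicity), and curves were fitted and classified.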
KB-3-1 cytotox – KB-3-1 parental cell cytotoxicity; KB-3-1 viability, CellTiter-Glo ATP luminescence, 72 h; Potency, µM (series often up to 46.1 µM), inactives show at the top dose activity change, negative = cytotoxic, most hits filed as cytotoxic; 400,000 compounds, 1.4% hits; note: potency is the fitted concentration of half-maximal effect; % is set by controls: 0 for no effect and ±100 for the full control effect; nearly all actives have a fitted effect of over 60% in size
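72 h, 37 °C compound treatment of KB-3-1 parental cells; CellTiter-Glo added, 10 min, luminescence read. Data corrected against DMSO-only plates and normalized before curve fitting.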
S2 tox – reduces viability in counter-screen for ATXN expression inhibitors. AID 651635. S2 cells (HEK-293 line with an ATXN2-luciferase reporter) viability, CellTiter-Fluor protease fluorescence, 24 h. 400,000 compounds, 0.49% hits. Potency, µM (titrated, usually from 56.7 µM), most hits filed as cytotoxic; note: potency is the fitted concentration of half-maximal effect; nearly all actives have a fitted effect of over 40% in size
SW480 rerep – inducers of DNA re-replication in SW480 colon cancer cells | 340,000 compounds, 1.8% hits | Potency, µM (highest dose often 46.1 µM), for the others: at the highest dose re-replication activation, actives largely listed as activators | SW480 DNA re-replication, Hoechst DNA content imaging, 48 h; note: potency is the fitted concentration of half-maximal effect; % of control where 0% means no effect; nearly all actives have a fitted effect of over 55% in size
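DNA re-replication was detected as more nuclei of elevated Hoechst intensity after 48 hr exposure to compound (23 nL pinned per well of 250 cells).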
Active calls of the source: *; i = inactive; ? = inconclusive; . = not tested or not shown; & = joins results of further samples; ! = repeats disagree; [ ] = another dose, or the depositor's remark. Unless noted, calls come from the whole dose curve; as a rule, active = well fitted curve in the direction sought with a large enough effect; inconclusive = small, poorly fitted or top-dose-only effect, or another doubt; inactive = no such curve, though single readings can be large; an effect the other way counts as inactive or inconclusive.

SMILES	MCF10A rerep	HT1080-NT tox	ATXN2 expr inh	IL1B secr inh	HT1080 IDH1KD tx	HepG2 tox	KB-3-1 cytotox	S2 tox	SW480 rerep
COc1ccc(C(=O)Nc2ccc3c4c(cccc24)CC3)cc1	8%	-15%	26%	-5	?	0%	-16%	?	7%
O=C(NNC(=O)C1C2C=CC(C2)C1C(=O)O)c1cc(Cl)ccc1O (stereo not given)	0%	-5%	6%	-7	-1%	3%	4%	i	2%
CC1(C)CC(=O)C(C=NCCN2CCN(CC(=O)Nc3ccccc3)CC2)=C(O)C1	-31%[inhibitor]	11%	-7%	18	18%	-3%	18%	i	1%
CCOC(=O)Cn1c(C(F)(F)F)nc2nc(Cl)c(Cl)nc21	?	2%	-22%	-92*	-5%	-8%	?	i	?
CCOc1ccc(NS(=O)(=O)c2cc3c4c(c2)C(C)C(=O)N4CCC3)cc1 (stereo not given)	13%	12%	-2%	30	-1%	-6%	7%	i	-14%
Cc1ccccc1CC(=O)Nc1ccc(S(=O)(=O)N2CCN(C)CC2)cc1	0%	9%	2%	-6	-1%	-13%	?	i	-4%
CCOc1ccc(Oc2ccc(-c3nnc(-c4ccccc4)o3)cc2[N+](=O)[O-])cc1	-4%	19%	0%	-24	16%	0%	5%	?	-1%
O=C(CN1CCCC1=O)NC1C2CC3CC(C2)CC1C3 (stereo not given)	1%	-2%	6%	-4	1%	-75%	4%	i	2%
O=C(COc1ccc(Cl)cc1)Nc1nnc(S(=O)(=O)N2CCCCCC2)s1	0%	15%	-7%	-5	-3%	-3%&-17%	4%	i	-7%
CCc1cccc(CC)c1N1C(=O)c2cc(N3CCOCC3)c([N+](=O)[O-])cc2C1=O	?	-2%	-10%	-9	-1%	-2%	2%	i	2%
O=C(NCC(c1ccc(Cl)cc1)N1CCCCC1)c1ccccc1 (stereo not given)	.	.	-11%	.	.	-16%	1%	i	.
CC(C)(C)c1cccc(/C=N/O)c1O	1%	1%	-24%	0	-1%	-56%	-10%	i	-3%
O=C(NCCCn1ccnc1)c1ccc(Br)c(S(=O)(=O)N2CCOCC2)c1	12%	2%	8%	4	1%	9%	0%	i	-11%
CCN(CC)CCN1C(=O)C(=O)/C(=C(/O)c2ccc(F)cc2)C1c1ccncc1 (stereo not given)	-6%	?	-5%	0	24%	12%	13%	i	-3%
O=S(=O)(Nc1cccc(-c2ccc(N3CCOCC3)nn2)c1)c1cc(Cl)ccc1Cl	6%	-19%	31%	16	-21%	-19%	9%	i	-86%[inhibitor]
O=C(O)CNC(=O)/C=C/c1ccc(Cl)cc1Cl	-1%	10%	33%	-11	15%	16%	-2%	i	-25%
CCN(CC)CCCN1C=C2C(=O)C(C)(OC(=O)C3CCCC3)C(=O)C=C2C=C1c1ccsc1 (stereo not given)	-23%	0%	13%	14	-1%	-11%	3%	i	-11%
COc1ccc(NC(=O)N2CCN(S(C)(=O)=O)CC2)cc1	-38%[inhibitor]	15%	2%	8	2%	-29%	4%	i	8%
CS(=O)(=O)c1ccc(S(=O)CC(=O)OCc2ccccc2)c([N+](=O)[O-])c1 (stereo not given)	4.1µM*	5.8µM*	?	-163*	4.1µM*	7.1µM*	12%	.	-40%[inhibitor]
Cc1cc(C)c(NC(=O)C2=COCCO2)c(C)c1	-3%	9%	8%	7	15%	3%	8%	i	?
NS(=O)(=O)c1ccc(CCNC(=O)c2ccncc2)cc1	-28%	14%	-9%	14	18%	-8%	9%	i	-20%
O=C(CSc1nnc(NC(=O)c2c(F)cccc2F)s1)Nc1ccccc1F	0%	-9%	24%	47	5%	10%	3%	i	-29%
COc1cc(-c2nc3n(n2)C(c2ccncc2)C(C(N)=O)=C(C)N3)cc(OC)c1OC (stereo not given)	-1%	16%	11%	-3	3%	-7%	7%	i	-25%
N#Cc1ccc(NC(=O)COC(=O)CSc2nnc(-c3ccc(Cl)cc3)o2)cc1	-5%	4%	-7%	-10	10%	4%	16%	i	18%
Cc1nc2cc(NC(=O)C3COc4ccccc4O3)ccc2s1 (stereo not given)	-2%	13%	50%[activator]	1	6%	-3%	11%	i	-21%[1.84 µM]
COC(=O)c1ccc(Sc2ccccn2)c([N+](=O)[O-])c1	12%	-1%	-8%	31	0%	-48%	-7%	i	-2%
Cc1cccc(Nc2nnc(SCC(=O)NCC3CCCO3)s2)c1 (stereo not given)	3%	-2%	3%	18	2%	-24%	-1%	i	-4%
Fc1ccc(-n2nnnc2-c2cnc(-c3cccs3)nc2C(F)(F)F)cc1	15µM*	-11%	?	-80*	?	5%	?	?	?
CCN(CC)CCN(Cc1cc2cc(C)ccc2[nH]c1=O)C(=S)NCc1ccco1	-6%	-29%	-4%	-61*	-17%	-33%	-1%	i	-1%
COc1ccccc1NC1C=CS(=O)(=O)C1 (stereo not given)	0%	-2%	-6%	?	-1%	-1%	-9%	i	4%
COc1cc(/C=N/NC(=O)c2c(-c3c(Cl)cccc3Cl)noc2C)ccc1OCC(N)=O	1%	0%	0%	87	-3%	2%	13%	i	-13%
COc1ccc(-c2cc(C(=O)NCc3ccc(C)cc3)c3cc(C(C)C)ccc3n2)cc1	.	.	4%	.	.	13%	0%	i	.
COC(=O)c1ccc(NC(=O)N2CCN(c3nnc(C)c4c(C)n(-c5ccccc5)nc34)CC2)cc1	.	.	4%	.	.	2%	-12%	i	.
COc1cc(C(=O)NCCCC2CCCC2)ccc1OC1CCN(C(C)=O)CC1	10%	0%	-15%	8	-1%	0%	.	i	-2%
COc1cccc(/C=C/C(=O)OCC(=O)c2c(N)n(C)c(=O)n(C)c2=O)c1	3%	0%	-22%	-14	-9%	5%	8%	?	1%
Cc1ccccc1C(=O)NC1CCN(C(=O)Nc2ccccc2Cl)CC1	0%	0%	.	?	1%	-11%	0%	i	4%
CCc1ccccc1NC(=O)Cn1c(=O)n(-c2ccc(C)cc2)c(=O)c2cc(OC)c(OC)cc21	.	.	0%	.	.	10%	3%	i	.
COc1ccccc1CNC(=O)N1CCN(S(=O)(=O)c2ccc(Cl)cc2)CC1	?	20%	-3%	-1	12%	6%	9%	i	17%
Cn1cccc1CNC(=S)Nc1ccccc1F	6%	0%	-15%	-17	0%	-4%	0%	i	5%
O=C(NCCCN1CCCC1)Nc1ccc(F)cc1	8%	20%	6%	-3	11%	-3%	14%	i	-8%

Quoted at random: three compounds from above
SMILES	MCF10A rerep	HT1080-NT tox	ATXN2 expr inh	IL1B secr inh	HT1080 IDH1KD tx	HepG2 tox	KB-3-1 cytotox	S2 tox	SW480 rerep
CS(=O)(=O)c1ccc(S(=O)CC(=O)OCc2ccccc2)c([N+](=O)[O-])c1 (stereo not given)	4.1µM*	5.8µM*	?	-163*	4.1µM*	7.1µM*	12%	.	-40%[inhibitor]
Cc1cccc(Nc2nnc(SCC(=O)NCC3CCCO3)s2)c1 (stereo not given)	3%	-2%	3%	18	2%	-24%	-1%	i	-4%
O=C(NCCCn1ccnc1)c1ccc(Br)c(S(=O)(=O)N2CCOCC2)c1	12%	2%	8%	4	1%	9%	0%	i	-11%

The listing continues:
SMILES	MCF10A rerep	HT1080-NT tox	ATXN2 expr inh	IL1B secr inh	HT1080 IDH1KD tx	HepG2 tox	KB-3-1 cytotox	S2 tox	SW480 rerep
COc1cc(/C=N/NC(=O)CCC(=O)NCc2ccccc2)cc(OC)c1OC	-3%	6%	6%	19	2%	-4%	9%	i	-2%
Cc1ccc(NS(=O)(=O)c2c(C)[nH]c(=O)[nH]c2=O)cc1F	5%	4%	1%	2	-5%	0%	2%	i	-5%
CCN1CCN(C(=O)C(C)N(c2ccc(C)cc2)S(C)(=O)=O)CC1 (stereo not given)	-2%	?	1%	0	13%	1%	22%	i	-6%
CC(=O)Nc1cncc(-c2cnn(CC(C)C)c2)n1	.	12%	13%	1	7%	-7%	0%	i	.
Cc1[nH]nc2c1C(=O)CC(C)(C)C2	?	14%	11%	7	10%	-2%	5%	i	-2%
CCn1c2ccccc2c2cc(/C=N/n3c(C)nnc3C)ccc21	2%	-12%	-24%	?	-27%	-56%	-4%	i	-1%
O=C(Nc1ccccc1)N(CCc1ccncc1)C1CCCCC1	6%	-2%	1%	17	-9%	-28%	14%	i	-6%
COc1cccc(C(=O)NCc2ccccc2OC)c1	0%	0%	6%	-18	0%	4%	6%	?	-18%
COC(=O)c1ccc(CSc2nnc(Nc3ccc(OC)cc3)s2)o1	16%	0%	-3%	1	1%	0%	15%	i	3%
Cc1cccn2c(CNCCSc3nccn3C)c(C(=O)N3CCCCC3)nc12	-6%	5%	-14%	2	-8%	4%	-15%	i	-3%
CCc1ccc(NC(=O)Cn2nc(C)n3cccc3c2=O)cc1	0%	0%	.	6	0%	-3%	3%	i	-3%
CCOC(=O)CNC(=O)Cn1cnc2c(nnn2-c2ccc(C)cc2)c1=O	-24%	0%	7%	26	0%	7%	-3%	i	1%
Cc1ccc(C)c(S(=O)(=O)N2CCCC2CNC(=O)C(=O)NC2CCCCCC2)c1 (stereo not given)	28%	8%	4%	-23	12%	-20%	-1%	i	0%
CCc1ccccc1NC(=O)Cn1nnc(C(=O)NCc2cccs2)c1N	?	5.8µM*	23%&-18%	28	4.1µM*	-10%&-11%	9.2µM*!	?	3.3µM*
COc1ccccc1C(=O)N/C(=C\c1cn(C)c2ccccc12)C(=O)NCCCN1CCOCC1	-1%	5%	.	2	6%	-34%	-3%	i	-9%
O=C(CSc1oc(-c2ccc(F)cc2)nc1S(=O)(=O)c1ccc(Cl)cc1)c1ccccc1	.	.	0%	.	.	-3%	3%	i	.
N#Cc1ccccc1COC(=O)c1ccc(Br)o1	-11%	20%	-4%	-27	21%	-18%	-2%	i	-8%
CC1(C(=O)NS(=O)(=O)c2ccc(C#N)cc2)CCN1C(=O)c1ccccc1CCc1ccccc1 (stereo not given)	.	-27%	10%	6	?	-7%	0%	i	.
O=C(c1ccc(COc2ccccc2Cl)o1)N1CCN(Cc2ccc3c(c2)OCO3)CC1	?	?	?	-13&9	?	-25%&-4%	-2%&-6%	i	-1%&-10%
